PGC1a acetyl inh = modulators of PGC1a acetylation. U2OS PGC1a acetylation, AlphaScreen anti-acetyl-lysine; with virally co-expressed GCN5 acetyltransferase. inhibition, % at 15.6 µM. 350,000 compounds, 0.17% hits. AID 651687;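 active = every replicate shows inhibition of at least 40%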;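 note: 0% = neutral control wells and 100% = positive control wells; some results beyond the cut were filed as inactive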
EWS-Fli inh = blocks EWS/Fli oncoprotein-driven transcription; A673 NR0B1-luciferase reporter, viability-normalised; 350,000 compounds, 0.67% hits; AID 651661; inhibition, % at 12.6 µM;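 active = mean inhibition of at least 50% after viability correction, with every replicate also passing that limit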;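 note: firefly luciferase signal divided by Alamar Blue viability fluorescence both relative to DMSO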
Cneo AK release = causes C. neoformans cell lysis; adenylate kinase release luminescence, 4 h; normalised: neutral wells 0, clomiphene wells 100; lysis activity, % at 15 µM; 360,000 compounds, 0.2% hits;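 active = mean lysis activity across replicates of at least 80%, whatever share of replicates individually reach that level; inactive = mean lysis activity below 80%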
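Material – Cryptococcus neoformans yeast cells · Quantity – 5 × 10^6 yeast cells/mL · Buffer or medium – YPD medium · Compound – single dose · Timing – 4 h static compound exposure, 37 °C, read 1 h post-reagent · Signal – adenylate kinase release luminescence · Read-out basis – lysis from increased AK signal · Benchmarks – Clomiphene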
LGR2 inh = blocks bursicon-induced cAMP signaling via Drosophila LGR2; inhibition, % at 9.99 µM; AID 720647; 380,000 compounds, 0.35% hits; HEK293 LGR2, CRE-luciferase, bursicon-stimulated, 4 h;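 active = drop in luminescence signal, shown as inhibition above about 50% in the replicate tests, limit read from the data, passing the limit was not always enough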;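 note: agonist challenge used bursicon conditioned medium at about half maximal strength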
miR-122 sensor = miR-122 inhibition in Huh7 cells | Huh7 miR-122 Renilla luciferase sensor, 48 h; neutral wells = 0, positive control = 100 | activation (reporter increase), % at 12.5 µM | 340,000 compounds, 0.3% hits;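 active = mean replicate activation score at least 90 and every replicate individually at or above 90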;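 note: higher luciferase means less miR-122 activity so hits act as miR-122 inhibitors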
CASP6 VEID inh = blocks human caspase-6 cleavage activity | inhibition, % at 12.5 µM | purified caspase-6, Z-VEID-R110 cleavage fluorescence | AID 686996 | P55212 | 350,000 compounds, 0.53% hits;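 active = mean inhibition across replicates at least about 35%, with every replicate also reaching that limit, limit read from the data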;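 note: 0% = median of neutral control wells and 100% = no fluorescence left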
Target sequence (P55212 24-179 limits assumed): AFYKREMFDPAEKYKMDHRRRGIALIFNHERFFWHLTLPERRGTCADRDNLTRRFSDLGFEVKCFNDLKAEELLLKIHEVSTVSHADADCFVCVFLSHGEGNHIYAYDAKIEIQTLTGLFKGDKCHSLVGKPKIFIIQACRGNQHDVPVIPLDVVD
Target sequence (P55212 194-293 limits assumed): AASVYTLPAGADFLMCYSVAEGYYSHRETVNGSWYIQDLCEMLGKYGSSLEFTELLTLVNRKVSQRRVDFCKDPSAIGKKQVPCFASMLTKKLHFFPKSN
FN deposit inh = fibronectin deposition inhibition; AH1F fibroblasts, Alexa488-fibronectin deposition fluorescence, overnight; inhibition, % at 12.6 µM; 350,000 compounds, 0.086% hits;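 active = mean inhibition across replicates of 30% or more, regardless of how many single replicates reach that level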;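 note: positive control wells lacked labelled fibronectin entirely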
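material = AH1F fibroblast monolayer depositing Alexa488-labelled fibronectin into matrix | amount = 10000 AH1F cells/well | buffer or medium = DMEM plus 2% serum, read in PBS | incubation = 1 h cell adhesion before compound, then overnight fibronectin incubation | detection = fluorescence at 485 nm excitation, 525 nm emission | evaluation = percent inhibition as loss of matrix-bound fibronectin fluorescence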
PAX8 reporter = PAX8 transcriptional activity inhibition; AID 652154; 360,000 compounds, 1.2% hits; inhibition, % at 12.6 µM; RMG-I TPO-luciferase reporter, SteadyGlo, 24 h;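 active = mean replicate inhibition at least 60% with every replicate also reaching 60%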;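 note: luciferase light reporting Pax8 driven TPO promoter activity; plate controls were median of neutral control wells for no effect and mitoxantrone controls for full effect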
* marks the source's active call; other numbers are inactive results; x = no result given; [ ] = remark or other dose. Outcome played no part in choosing rows, and some 2.5% of all compounds hit somewhere here.

SMILES	PGC1a acetyl inh	EWS-Fli inh	Cneo AK release	LGR2 inh	miR-122 sensor	CASP6 VEID inh	FN deposit inh	PAX8 reporter
Cc1ccc(C)c(S(=O)(=O)N2CCN(C(=O)Cn3cnc4c3c(=O)n(C)c(=O)n4C)CC2)c1	-18	5	1	-13	1	-5	-21	1
CO[C@@H](CN(C)Cc1cc(F)ccc1F)[C@H](C)CN(C(=O)Nc1ccc(C(F)(F)F)cc1)[C@@H](C)CO	-5	4	-3	19	x	4	-11	x
CC(=O)N1c2ccc(S(=O)(=O)N3CCC(C(=O)N4CCC(C)CC4)CC3)cc2CC1C (stereo unspecified)	6	x	x	1	-11	3	8	25
[O-]/[N+](=C\c1ccco1)c1ccc(Cl)cc1	-1	-92	-4	-79	5	1	-6	-114
COc1cccc(C#Cc2ccc([C@@H]3[C@@H](CO)N(C(=O)C4CCOCC4)[C@H]3C#N)cc2)c1	-14	4	-1	22	x	4	-1	-9
O=C1[C@H]2[C@@H](c3ccccc3)N[C@]3(CCCN(Cc4ccc(C(F)(F)F)cc4)C3=O)[C@H]2C(=O)N1Cc1ccccc1	-1	4	0	11	-7	4	3	24
O=C(Cn1nnc(-c2ccccc2)n1)NC1CCS(=O)(=O)C1 (stereo unspecified)	x	-3	-1	-6	-8	1	4	-7
C[C@H]1CN([C@@H](C)CO)C(=O)c2cc(NS(=O)(=O)c3cn(C)cn3)ccc2O[C@H]1CN(C)Cc1ccc(C(=O)O)cc1	-2	0	6	-7	-11[16.7 µM]	-3	x	x
Cc1cc(C)nc(/N=C(\N)Nc2cccc(OCc3ccccc3)c2)n1	-6	53*	3	34	30	-2	-3	36
C=CCNC(=O)C1CCN(C(=O)c2ccc(-c3ccccc3)cc2)CC1	x	1	0	x	-25	1	-4	0
C[C@@H]1CN([C@@H](C)CO)C(=O)c2cccc(NC(=O)CCCCCC(=O)Nc3ccccc3N)c2O[C@@H]1CN(C)S(=O)(=O)c1cccs1	-8	34	x	-14	x	1	-2	x
CCCCNC(=O)c1onc(CSc2ccccc2)c1C(=O)NCCCC	1	19	0	-4	1	-1	9	12
COc1cc2c(cc1OC)[N+]([O-])=C(c1ccccc1)C2=O	x	6	x	19	x	-3	1	19
COc1ccc(NC(=O)c2ccc(NC3CC(=O)N(c4ccc(C)cc4C)C3=O)cc2)cc1 (stereo unspecified)	-9	-8	1	3	-3	-4	2	-31
CC12CCC(C/C1=N/NC(=O)COc1ccccc1Cl)C2(C)C (stereo unspecified)	x	3	2	2	5	0	-1	6
Cc1ccc2oc(C(=O)N3CCCCCC3)c(C)c2c1	0	-71	1	-94	0	1	-4	x
O=C(CN(Cc1ccccc1Cl)C(=O)CCC(=O)Nc1nccs1)NCC1CCCO1 (stereo unspecified)	x	0	1	-8	-3	0	-8	4
CC(C)(C)C(=O)NCc1ccc(C(=O)CSc2nnc3n2CCCCC3)s1	-2	-1	-1	-1	1	-2	-6	2
C[C@H](CO)N1C[C@H](C)[C@@H](CN(C)Cc2ccc(C(=O)O)cc2)Oc2ccc(NS(=O)(=O)c3ccc(Cl)cc3)cc2CC1=O	8	-10	x	-2	4[16.7 µM]	-1	x	x
CCCC(=O)N1CCC1(C)C(=O)NS(=O)(=O)c1cc(C)ccc1F (stereo unspecified)	x	-1	-19	-4	x	2	3	4
Cc1cc(NCc2cccnc2)no1	x	19	1	13	3	0	2	-35
CCCNC(=O)N1CC2(CCN(C(=O)Nc3cccc(F)c3)CC2)c2c(n(C)c3cc(OC)ccc23)[C@@H]1CO	-2	-1	x	-2	x	-1	-3	x
Cc1cccc(OCc2nnc(SCC(=O)Nc3ncc(C)s3)o2)c1	x	0	x	-8	x	-1	x	-15
C[C@H](CO)N1C[C@H](C)[C@@H](CN(C)C(=O)Nc2ccccc2)Oc2cc(C#Cc3ccccc3)ccc2S1(=O)=O	10	29	-5	0	23[16.7 µM]	4	x	10
Cc1cccc(N2CCN(C(=O)C3CCN(S(=O)(=O)c4cccc5nsnc45)CC3)CC2C)c1 (stereo unspecified)	x	x	-16	x	5	x	9	42

Next part
SMILES	PGC1a acetyl inh	EWS-Fli inh	Cneo AK release	LGR2 inh	miR-122 sensor	CASP6 VEID inh	FN deposit inh	PAX8 reporter
O=C(C[C@@H]1CC[C@H](NC(=O)Nc2cc(F)ccc2F)[C@@H](CO)O1)Nc1ccc(-c2ccccc2)cc1	-3	-6	-2	27	x	0	-3	-12
C[C@H](CO)N1C[C@H](C)[C@@H](CN(C)Cc2ccc(C(F)(F)F)cc2)OCCCC[C@H](C)Oc2ccc(NS(=O)(=O)c3cn(C)cn3)cc2C1=O	-6	4	0	-2	7[16.7 µM]	-2	x	x
C#CCOCCOCCOCCNc1nc(N2CCN(C(=O)[C@H]([C@@H](C)CC)n3cc([C@@H](N)CC(C)C)nn3)CC2)nc(N2CCN(C(=O)[C@H](Cc3ccc(O)cc3)n3cc([C@@H](N)C(C)CC)nn3)CC2)n1 (stereo partly specified)	5	-3	1	-4	-4	-13	-4	3
CCOc1ccc(C(=O)CCC(=O)Nc2cc(C)ccn2)cc1	x	-54	-3	-9	4	-3	-8	-32
Fc1ccc2cnc(CCO[C@H]3CCCCO3)cc2c1	6	46	-1	54*	0	-1	16	-46
Cc1ccc(N(CC(=O)NC(C)(C)C)C(=O)CS(=O)CC(=O)Nc2ccc3c(c2)OCO3)cc1 (stereo unspecified)	3	-11	x	5	x	1	2	4
C[C@H]1CN([C@@H](C)CO)C(=O)Cc2cc(NC(=O)CCCCCC(=O)Nc3ccccc3N)ccc2O[C@H]1CN(C)Cc1ccc(Cl)c(Cl)c1	1	51*	0	-5	0[16.7 µM]	1	x	53
Cc1ccc(C(=O)NC2CCN(S(=O)(=O)c3ccccc3)CC2)cc1	6	2	x	18	x	1	4	19
COC(=O)/C(=C/c1cccnc1)NC(=O)c1ccccc1	x	3	x	4	x	-2	3	12
c1ccc(C[C@H]2CN=C(Nc3ccccc3)N2CC2CCCCCC2)cc1	-10	5	4	0	-6	2	8	2
Cc1ccc(C(=O)N/N=C/c2c(O)ccc3ccccc23)cn1	-1	14	-3	6	x	1	13	41
COc1ccccc1OCCCCn1c(C(C)O)nc2ccccc21 (stereo unspecified)	10	8	0	5	-5	-3	2	7
Cc1ccccc1NC(=O)Cc1nnc(SCC(=O)Nc2ccccc2)n1C	7	-9	-1	-4	3	-1	8	-17
Cc1nc(-c2ccc(C(=O)Nc3ccccc3F)cc2)cs1	7	61*	x	83*	-2	-1	-7	-4
O=C(Nc1ccccc1C(=O)O)c1ccc(N2C(=O)C3CC=CCC3C2=O)cc1 (stereo unspecified)	6	20	-6	21	-7	15	-6	23
CC(=O)c1c(C)n(C)c2ccc(OC(=O)c3ccco3)cc12	-1	x	-4	x	3	x	-1	-10
CC(C)NC(=O)c1onc(CSc2ccc(F)cc2)c1C(=O)NC(C)C	-11	-3	1	-3	-8	2	-6	-28
CNC(=O)C[C@@H]1CC[C@H]2[C@@H](COC[C@@H](O)CN2Cc2ccncc2)O1	9	4	4	-4	-2[16.7 µM]	-3	-9	0
O=C(OCc1cccnc1)C1=Cc2ccccc2OC1	x	-4	x	-28	x	-1	-6	-22
C[C@@H]1CN([C@@H](C)CO)C(=O)c2cccc(NC(=O)C3CCOCC3)c2O[C@H]1CN(C)Cc1ccc(C(F)(F)F)cc1	-7	-9	3	-4	39[16.7 µM]	-2	x	1
CCCCc1nc2ccc(S(=O)(=O)O)cc2[nH]1	5	-2	x	-5	x	-2	1	7
CCCNC(=O)Nc1ccc2c(c1)C(=O)N(C)[C@H]1CC[C@@H](CC(=O)OC)O[C@@H]1CO2	5	2	36	-12	12[16.7 µM]	4	-5	25
CCOC(=O)c1nn(-c2cccc(Cl)c2)c2nc(Nc3ccccc3)cc(=O)n12	x	x	0	-3	-6	x	-8	2
Cc1ccc(-n2ncc3c(=O)[nH]cnc32)c(C)c1	x	x	1	x	-3	x	-2	0
COc1ccc(NC(=O)C2CCC(=O)N2C(=O)OCc2ccccc2)cc1 (stereo unspecified)	7	x	-18	15	x	-1	-12	-11

Quoted from the entries so far for reference:
SMILES	PGC1a acetyl inh	EWS-Fli inh	Cneo AK release	LGR2 inh	miR-122 sensor	CASP6 VEID inh	FN deposit inh	PAX8 reporter
CCCCc1nc2ccc(S(=O)(=O)O)cc2[nH]1	5	-2	x	-5	x	-2	1	7
CCCNC(=O)Nc1ccc2c(c1)C(=O)N(C)[C@H]1CC[C@@H](CC(=O)OC)O[C@@H]1CO2	5	2	36	-12	12[16.7 µM]	4	-5	25
CCOC(=O)c1nn(-c2cccc(Cl)c2)c2nc(Nc3ccccc3)cc(=O)n12	x	x	0	-3	-6	x	-8	2
Cc1ccc(-n2ncc3c(=O)[nH]cnc32)c(C)c1	x	x	1	x	-3	x	-2	0
COc1ccc(NC(=O)C2CCC(=O)N2C(=O)OCc2ccccc2)cc1 (stereo unspecified)	7	x	-18	15	x	-1	-12	-11

Next section
SMILES	PGC1a acetyl inh	EWS-Fli inh	Cneo AK release	LGR2 inh	miR-122 sensor	CASP6 VEID inh	FN deposit inh	PAX8 reporter
CCCNC(=O)[C@H]1[C@H](CO)[C@H]2Cn3c(cccc3=O)[C@H]2N1C(=O)C1CC1	0	x	x	1	x	-1	x	-22
COc1ccc(S(=O)(=O)Nc2ccc3c(c2)C(=O)N([C@@H](C)CO)C[C@H](C)[C@H](CN(C)S(=O)(=O)c2ccccc2)OCCCC[C@H](C)O3)cc1	0	0	x	6	x	2	x	29
CCCN(CC(=O)Nc1ccc(F)c(F)c1F)C(=O)Cn1c(=O)cnc2ccccc21	x	0	x	5	x	-4	4	7
O=C(C[C@@H]1CC[C@@H](NC(=O)C2CCOCC2)[C@H](CO)O1)Nc1nccs1	4	5	-1	-2	x	-5	3	8
CC1(C)C2CC=C(/C=N/NC(=S)NCCc3ccccc3)C1C2 (stereo unspecified)	x	4	x	-1	x	-2	-3	13
COCC(=O)Nc1ccc2c(c1)C(=O)N(C)C[C@H](OC)[C@@H](C)CN(CCC(F)(F)F)[C@@H](C)CO2	10	1	0	2	7[16.7 µM]	-1	2	8
CO[C@H]1CN(C)C(=O)c2cc(NC(=O)NC3CCCCC3)ccc2OC[C@@H](C)N(CC2CCOCC2)C[C@@H]1C	-6	-2	-2	-2	x	1	1	8
COc1cccc(-n2c(C)nnc2SCC(=O)Nc2ccccc2N2CCOCC2)c1	0	x	0	x	10	x	8	x
Cc1ccc(CN2CC(C(=O)N3CCN(S(=O)(=O)c4ccc(C(C)C)cc4)CC3)CC2=O)cc1 (stereo unspecified)	9	15	0	-1	-6	1	-3	-1
O=C(N/N=C/c1ccc(OC(F)F)cc1OC(F)F)c1cccc(S(=O)(=O)N2CCOCC2)c1	1	23	x	16	x	7	x	8
CCN(CC)CCNC(=O)C(=O)NCC1OCCN1S(=O)(=O)c1ccc([N+](=O)[O-])cc1 (stereo unspecified)	x	-10	x	2	x	-74	0	2
CC(=O)n1cc([C@@H]2C=C(C(=O)N3CCN(C)CC3)O[C@H](OCc3ccc(CO)cc3)C2)c2ccccc21	6	2	12	-11	-4	-2	2	4
O=C(O)Cc1ccc(Oc2ncc(C(F)(F)F)cc2Cl)cc1	5	-3	-1	10	-4	-1	1	-97
Cc1cccc(C)c1-n1nnnc1C1(C)CCC(=O)N1c1ccc(N2CCOCC2)cc1 (stereo unspecified)	x	-2	x	11	x	3	5	-2

Bioassay records from PubChem.
